# High-throughput results as filed in PubChem BioAssay.
# Vif-A3F inh: Vif-A3F binding inhibition; HeLa A3F-eYFP + Vif (tagged APOBEC3F with the HIV-1 protein that degrades it), YFP fluorescence increase; Potency, µM (series often up to 46.1 µM), for inactives: at the top dose activity, negative = active; 390,000 compounds, 0.2% hits; also: potency is read from the fitted curve at half-maximal effect; % of control where 0% means no effect; nearly all actives have a fitted effect of over 65% in size
#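 HeLa cells stably expressing A3F-eYFP plus Vif, plated and incubated overnight at 37 deg C, then exposed to compounds overnight at 37 deg C. Blocked degradation read as raised yellow fluorescence (Ex 488/Em 500-530).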
# ERG-DNA inh: blocks human ERG Ets domain binding to DNA. P11308. fluorescence polarization, His-ERG Ets domain / labelled DNA. Potency, µM (titrated, usually from 76.9 µM), for the others: at the top dose FP activity, negative = inhibition, actives largely listed as inhibitors. 370,000 compounds, 0.028% hits; active = well fitted inhibition curve with a large enough effect in the polarisation, with a control signal flat; inconclusive = small, poorly fitted or top-dose-only effect, or effect the other way, or a change in a side signal; inactive = no such curve, though single readings can be large or run the other way; the % refers to the polarisation;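 also: polarization taken with two DNA probes labelled with fluorescein and Texas red; potency is read from the fitted curve at half-maximal effect; % of control where 0% means no effect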
# Target sequence (P11308 whole entry, looked up, the tested form may be a part): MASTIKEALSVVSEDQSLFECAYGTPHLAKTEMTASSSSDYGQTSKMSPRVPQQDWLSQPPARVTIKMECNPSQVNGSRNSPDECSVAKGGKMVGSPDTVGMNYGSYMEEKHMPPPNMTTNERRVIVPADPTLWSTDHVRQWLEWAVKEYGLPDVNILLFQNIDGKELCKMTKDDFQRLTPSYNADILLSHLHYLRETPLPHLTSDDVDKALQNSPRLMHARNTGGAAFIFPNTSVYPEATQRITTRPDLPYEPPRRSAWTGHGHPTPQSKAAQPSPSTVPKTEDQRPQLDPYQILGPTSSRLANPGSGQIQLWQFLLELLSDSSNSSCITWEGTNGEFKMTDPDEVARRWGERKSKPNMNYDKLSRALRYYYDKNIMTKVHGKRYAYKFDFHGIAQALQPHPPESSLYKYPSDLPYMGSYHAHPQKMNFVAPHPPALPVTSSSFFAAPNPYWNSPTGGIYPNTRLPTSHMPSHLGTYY
#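 His-tagged ERG Ets domain (1 uM in the protein solution; 300mM KCl, 50mM Tris-HCl, 1mM EDTA, 1mM DTT, pH 7.5) received compound, then a probe mix of 5 nM fluorescein-DNA and 100nM Texas-615-DNA. Fluorescence polarization was read for both dyes.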
# Glioma ERSR ind: inducers of ER stress response in human glioma cells; U87-MG GRP78 promoter luciferase reporter, 16 h; AID 602332; 420,000 compounds, 0.02% hits; Potency, µM, without a hit: at the top dose activation, usual class: activators; also: potency is read from the fitted curve at half-maximal effect; series mostly up to about 76 µM; % of control where 0% means no effect; nearly all actives have a fitted effect of over 35% in size
#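 Stably transfected U87-MG glioma cells carrying a GRP78-based luciferase sensor; 16 h compound incubation. Luminescence end-point read 10 min after Bright-Glo addition at room temperature.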
# Vif-A3G inh: Vif-A3G binding inhibition. 410,000 compounds, 0.076% hits. Potency, µM (doses to about 46.1 µM), for inactives: at the highest dose activity, negative = active, usual class: inhibitors. AID 602310. HeLa A3G-eYFP + Vif (tagged APOBEC3G with the HIV-1 protein that degrades it), YFP fluorescence, overnight;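 also: potency is read from the fitted curve at half-maximal effect; % is scaled to controls: 0 for no effect and ±100 for the full control effect; nearly all actives have a fitted effect of over 60% in size; hits raise eYFP signal because A3G escapes Vif-driven loss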
# Target sequence (Q9HC16 whole entry, looked up): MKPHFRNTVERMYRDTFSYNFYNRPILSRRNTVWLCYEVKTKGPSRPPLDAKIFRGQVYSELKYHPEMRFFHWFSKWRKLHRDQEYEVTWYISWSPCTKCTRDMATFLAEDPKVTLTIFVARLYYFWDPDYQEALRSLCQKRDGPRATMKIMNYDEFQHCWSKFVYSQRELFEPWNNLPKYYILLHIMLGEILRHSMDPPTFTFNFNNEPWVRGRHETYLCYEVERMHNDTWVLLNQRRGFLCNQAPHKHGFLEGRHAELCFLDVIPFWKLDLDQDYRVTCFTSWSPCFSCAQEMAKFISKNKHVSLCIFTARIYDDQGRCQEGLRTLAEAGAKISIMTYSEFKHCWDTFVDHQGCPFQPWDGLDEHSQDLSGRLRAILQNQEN
#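 Read-out is eYFP fluorescence (Ex 488/Em 500-530) from Vif-expressing HeLa A3G-eYFP cells; more signal means A3G escaped Vif-mediated degradation. Cells plated overnight, compound pinned in, incubated overnight at 37 deg C.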
# RGS4 inh: inhibitors of human regulator of G protein signaling 4; P49798; Transcreener GDP fluorescence polarization, RGS4-accelerated GTP hydrolysis; Potency, µM (doses to about 114 µM), inactives show at the highest dose activity change, negative = inhibition, hits mostly inhibitors; 390,000 compounds, 0.039% hits; AID 504845; also: potency is read from the fitted curve at half-maximal effect; % is scaled to controls: 0 for no effect and ±100 for the full control effect; nearly all actives have a fitted effect of over 75% in size; some results filed as inactive show a strong effect at the top dose
# Target sequence (P49798 whole entry, looked up): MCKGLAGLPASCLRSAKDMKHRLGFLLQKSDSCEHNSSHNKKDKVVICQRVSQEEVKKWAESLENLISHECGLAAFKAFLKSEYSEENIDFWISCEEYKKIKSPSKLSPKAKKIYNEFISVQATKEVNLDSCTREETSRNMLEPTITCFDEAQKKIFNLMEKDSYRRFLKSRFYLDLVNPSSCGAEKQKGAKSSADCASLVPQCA
#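 MLSMR compounds (23 nl, pin-transferred) preincubated 10 min at room temperature with a 500nM (2x) first reagent, then RGS4 at 900nM (2x) plus Transcreener GDP mix added; fluorescence polarization (620/688 nm) read before and after 90 min at 30 °C.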
# LDHA inh: LDHA (human) enzyme inhibition | AID 1347041 | 480,000 compounds, 0.15% hits | purified LDHA, NADH/diaphorase-resazurin fluorescence; hits give low values | activity change, % (values are at about 110 or 230 µM) | P00338; in the data active = activity change below about -30%; inconclusive = mostly about -25% to -30%;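 also: plate controls were DMSO wells for no effect and wells without enzyme for full effect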
#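 Enzyme activity of human lactate dehydrogenase 5 (2 nM; 0.06 mM NADH, 0.2 mM pyruvate, 5 min, RT) is measured via a resazurin/diaphorase fluorescence readout of residual NADH.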
# ALOX12 inh: ALOX12 (human) lipoxygenase inhibition. 580,000 compounds, 1.1% hits. Potency, µM (titrated, usually from 108 µM), for the others: top-dose activity change, negative = inhibition, usual class: inhibitors. purified 12hLO, xylenol orange hydroperoxide absorbance. AID 1671190. P18054; also: potency is read from the fitted curve at half-maximal effect; % is scaled to controls: 0 for no effect and ±100 for the full control effect
#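 Hydroperoxide product was detected by ferrous iron/xylenol orange as the 573 to 405 nm absorbance ratio. Arachidonic acid at 40 uM (final) was turned over for 30 min at room temperature by 150 nM human 12hLO, pH 7.0 Hepes buffer, after 15 min compound preincubation.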
# D2 agonist: D2 dopamine receptor (human) agonism | P14416 | HEK293 T-REx D2 cells, calcium flux agonist mode | activation, % at 2 µM | 340,000 compounds, 0.53% hits | AID 485358;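 active = activation over 3 SD above normal in the single-dose calcium agonist read, cut at about 30% in these data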; also: 0% is about no effect
#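 In this primary screen, compounds producing a positive calcium signal within 180 s of addition to tetracycline-induced, force-coupled HEK293 Trex D2 cells are flagged; cells are dye-loaded with a no-wash calcium kit beforehand.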
# D2 antagonist: antagonists of human D2 dopamine receptor. P14416. HEK293 TREx D2 cells, calcium flux, dopamine EC80. inhibition, % at 10 µM. 340,000 compounds, 2% hits; in the data active = inhibition above about 30%; also: 0% is about no effect
#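 Overnight-induced (tetracycline, 30 C) HEK293 T-REx cells carrying force-coupled D2 receive a no-wash calcium dye, then compound, then EC80 dopamine at 180 s; signals are read kinetically throughout.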
# * hit, by the source's call; u = inconclusive; x = no result given; & = joins results of further samples; [ ] = dose if it differs, or a comment. Unless noted, calls follow the shape of the dose curve; as a rule, active = well fitted curve in the direction sought with a large enough effect; inconclusive = small, poorly fitted or top-dose-only effect, or another doubt; inactive = no such curve, though single readings can be large; an effect the other way counts as inactive or inconclusive. This is a subset; the hit share may differ from the screen's.
(1) COc1ccccc1CNS(=O)(=O)c1ccc(N2CCCC2)cc1Br
(2) FC(F)(F)C(F)(F)C(F)(F)c1nnc2ccc(N3CCOCC3)nn12
(3) CCc1ccc2c(c1)c(=O)c(S(=O)(=O)c1ccccc1)cn2CC(=O)Nc1cc(C)ccc1C
(4) CCn1cc(CCCC(=O)NCc2cccnc2)c2ccccc21
(5) CC(C)c1nnc(NC(=O)CCC(=O)NC2CCCCCC2)s1
(6) O=C(c1ccccn1)N1CCCC(N2CCN(c3cccc(C(F)(F)F)c3)CC2)C1 (stereo not given)
(7) COc1cc2c(cc1OC)CN(CCC(=O)c1ccc(Br)cc1)CC2
(8) C/C(Nc1ccc(Cl)cc1)=C1/CCOC1=O
(9) COc1ccc(-c2sc3cc4c(cc3c2-c2ccc(OCCN3CCOCC3)cc2)OCO4)cc1
(10) O=C(O)c1ccc(Cl)c(S(=O)(=O)NCc2ccco2)c1
Assay by compound,1,2,3,4,5,6,7,8,9,10
Vif-A3F inh,1%,-2%,7%,6%,4%,6%,1%,4%,8%,1%
ERG-DNA inh,7%,-8%,3%,2%,-7%,3%,0%,x,8%,-5%
Glioma ERSR ind,-3%,-5%,-1%,-2%,-3%,6%,-16%,-2%,-2%,-2%
Vif-A3G inh,1%,-1%,-14%,2%,-1%,0%,0%,1%,1%,-6%
RGS4 inh,1%,-7%,1%,-1%,-27%,3%,u,16%,17%,-1%
LDHA inh,4,4,-8,-1,-2,1,-7,-5,-5,-5
ALOX12 inh,-11%,13%,0%,10%,2%,-4%,u,-28%,16%,-9%
D2 agonist,x,0.5,0.7,-0.7,0.4,x,1.0,x,x,-0.7
D2 antagonist,x,-18,x,11,10,x,-10,x,x,6

(11) CCOc1ccc2oc(C(=O)NC(C)(C)CC)c(C)c2c1
(12) COc1ccccc1OCC(=O)Nc1cc(NC(=O)COc2ccccc2OC)cc(C(=O)O)c1
(13) [O-]/C(=C(\C(=S)Nc1ccc(SC(F)F)cc1)[n+]1ccccc1)c1ccc(Cl)cc1Cl
(14) Cc1cc(=O)[nH]c(N/N=C/C(C)c2ccccc2)n1 (stereo not given)
(15) CCOc1ccc(NC(=O)CN2CCN(CC(=O)Nc3ccc4c(c3)OCCO4)CC2)cc1
(16) CC(=O)c1cc(Cl)ccc1OCC(=O)Nc1cccc(S(=O)(=O)N2CCCC2)c1
(17) O=C(NC(=S)Nc1ccc(CN2CCOCC2)cc1)c1ccc(-c2ccc(Cl)cc2)o1
(18) O=S(=O)(N/N=C\c1ccc(-c2ccccc2Cl)o1)c1ccccc1
(19) COc1cc(-c2cnc3c(NC(C)=O)cc(-c4ccc(N5CCN(C)CC5)cc4)cn23)cc(OC)c1OC
(20) O=C(C[n+]1cccc(/C=N/O)c1)N(Cc1ccccc1)Cc1ccccc1
Assay by compound,11,12,13,14,15,16,17,18,19,20
Vif-A3F inh,-16%,0%,-10%,6%,2%,3%,1%,-12%,x,7%
ERG-DNA inh,3%,-4%,13%,-3%,-9%,-6%,2%,-11%,x,-8%
Glioma ERSR ind,3%,-2%,-2%,2%,-6%,3%,-3%,-1%,-9%,-3%
Vif-A3G inh,-2%,-1%,-7%,1%,1%,-6%,-1%,0%,-19%,2%
RGS4 inh,-12%,-15%,3%,-13%,10%,7%,28%,-36%,x,-14%
LDHA inh,-3,-8,-3,-6,-9,-3,-11,-5,6,-2
ALOX12 inh,-2%,13%,u,u,0%,17%,0%,u,8%,0%
D2 agonist,-0.1,0.2,0.6,-0.1,-0.2,0.4,0.3,-2.0,x,-0.8
D2 antagonist,7,12,10,6,5,4,7,-25,x,5

(21) O=C(c1cc(COc2ccc(F)cc2Cl)on1)N1CCC(c2ccncc2)CC1
(22) CSc1nc(COC(=O)NC(C)C)c(COC(=O)NC(C)C)n1Cc1ccccc1
(23) O=C(Cc1ccccc1)Nc1ccccc1C(=O)N1CCCCC1
(24) CC(C)c1ccc(Cc2nnc(NCCCO)[nH]c2=O)cc1
(25) Cc1onc(-c2ccccc2)c1C(=O)Nc1nnc(N2CCCCCC2)s1
(26) CCOC(=O)C1CCCN(C(=O)c2cc(-c3cccs3)oc2C)CC1 (stereo not given)
(27) CCc1ccc(NC(=O)CSc2nc(-c3ccccc3)c(C#N)c(=O)[nH]2)cc1
(28) CSc1ncc(Cl)c(C(=O)Nc2ccccc2[N+](=O)[O-])n1
(29) CC(C)CC(C(=O)O)N1C(=O)[C@@H]2[C@H](C1=O)[C@@H]1C[C@H]2C(Br)C1Br (stereo not given in full)
(30) Cc1ccc(Sc2cnc3ccccc3n2)cc1
Assay by compound,21,22,23,24,25,26,27,28,29,30
Vif-A3F inh,-1%,x,-6%,-11%,-8%,x,-6%,-24%,-6%,-3%
ERG-DNA inh,-7%,x,-11%,-23%,-3%,x,-10%,2%,x,8%
Glioma ERSR ind,0%,-3%,4%,-6%,-1%,-3%,-1%,0%,1%,-3%
Vif-A3G inh,0%,1%,-1%,2%,-9%,-1%,0%,0%,0%,4%
RGS4 inh,-24%,x,14%,-3%,-16%,x,-10%,-39%,9%,4%
LDHA inh,-3,-3,-13,-2,1,-7,4,-3,1,3
ALOX12 inh,u,-2%,6%,x,30%,-11%,u,-7%,12%,462%[activator]
D2 agonist,0.0,x,1.4,0.1,-1.3,x,x,1.1,0.5,x
D2 antagonist,-13,x,-22,-1,12,x,x,13,4,x

(31) CC(C)(C)c1cc[n+](-c2[nH]c(=O)sc2/C=N/N=C(\[O-])c2ccccc2)cc1
(32) Cc1cc(=S)[nH]c2ccccc12
(33) O=C(N/N=C/c1ccc(Br)s1)c1ccccc1[N+](=O)[O-]
(34) CC(C)Cn1c(N)c(C(=O)COC(=O)c2cc(C3CC3)nc3ccccc23)c(=O)n(C)c1=O
(35) COc1ccc2[nH]cc(CCNC(=O)Nc3c(C)cccc3C)c2c1
(36) COC(=O)C1=C(C)N(Cc2ccccc2)C(=NCCc2ccccn2)N[C@H]1c1cccc(C(F)(F)F)c1
(37) CNc1nc(Nc2ccc(C)c(Cl)c2)c2cnn(C)c2n1
(38) COc1ccc(CNC(=O)CSc2nnc3c(n2)[nH]c2ccc(OC)cc23)cc1
(39) Nc1cccc(-c2cc(-c3ccccc3)nc(-c3cccc(N)c3)n2)c1
(40) COc1cc(C#N)c(NC(=O)CN2CCN(CCO)CC2)cc1OC
Assay by compound,31,32,33,34,35,36,37,38,39,40
Vif-A3F inh,2%,u,-20%,-3%,2%,0%,-7%,0%,5%,-20%
ERG-DNA inh,-5%,6%,2%,-9%,2%,0%,1%,4%,-7%,2%
Glioma ERSR ind,0%,-4%&0%,1%,-6%,-3%,-9%&-8%,-1%,-6%,-2%,-10%
Vif-A3G inh,-1%,u,-8%,-14%,1%,3%&-16%,-8%,0%,-18%,0%
RGS4 inh,-28%,u,-7%,34%,-17%,13%,21%,-26%,30%,1%
LDHA inh,1,-4&9,9,1,9,-9&-8,-6,6,-8,-10
ALOX12 inh,1%,u,u,3%,u,u,u,12%,2%,0%
D2 agonist,0.2,1.1,0.2,1.2,0.0,x,0.2,-1.7,-0.3,0.2
D2 antagonist,-6,1,-9,7,x,x,8,1,-8,11

(41) O=C(O)c1cccc(-n2nnnc2SCc2ccccc2Cl)c1
(42) Cc1cccc(NC(=O)c2nc[nH]c2C(=O)NCc2ccccc2)c1
(43) Cc1ccccc1C(=O)N1CCC(C(=O)OCc2nc(N)nc(Nc3ccccc3)n2)CC1
(44) O=C(COc1ccc(Br)cc1)Nc1ccc(N2CCOCC2)cc1N1CCOCC1
(45) COc1ccc(NC(=O)Nc2nnc(N(CC(C)C)CC(C)C)s2)c(OC)c1
(46) CCN(CC)CCNC(=O)C(=O)Nc1c2c(nn1-c1ccc(F)cc1)CSC2
(47) Cc1cc(C)c(S(=O)(=O)N2CCCOC2CNC(=O)C(=O)NCc2cccs2)c(C)c1 (stereo not given)
(48) Cc1ccc(S(=O)(=O)N=S(CC2CC2(Cl)Cl)CC2CC2(Cl)Cl)cc1 (stereo not given)
Assay by compound,41,42,43,44,45,46,47,48
Vif-A3F inh,18%,-7%,-4%,-1%,u,-21%,-7%,-7%
ERG-DNA inh,-12%,4%,-5%,-10%,-5%,-3%,4%,-2%
Glioma ERSR ind,-3%,-4%,-2%,-6%,5%,-3%,-5%,-3%
Vif-A3G inh,1%,1%,1%,1%,-3%,-3%,-5%,1%
RGS4 inh,-3%,8%,-3%,-8%,-13%,28%,-15%,24%
LDHA inh,-3,-11,-5,-4,10,-9,-1,-14
ALOX12 inh,-9%,-4%,-5%,0%,-5%,-2%,-12%,-5%
D2 agonist,0.5,-0.3,-0.1,0.7,0.8,0.5,2.7,0.1
D2 antagonist,0,-7,15,-13,x,x,3,-7

# Whole records, looked up by structure. Order of values: Vif-A3F inh | ERG-DNA inh | Glioma ERSR ind | Vif-A3G inh | RGS4 inh | LDHA inh | ALOX12 inh | D2 agonist | D2 antagonist
# `O=C(O)c1cccc(-n2nnnc2SCc2ccccc2Cl)c1` is entered as 18% | -12% | -3% | 1% | -3% | -3 | -9% | 0.5 | 0
# `O=C(COc1ccc(Br)cc1)Nc1ccc(N2CCOCC2)cc1N1CCOCC1` is entered as -1% | -10% | -6% | 1% | -8% | -4 | 0% | 0.7 | -13
# `CCN(CC)CCNC(=O)C(=O)Nc1c2c(nn1-c1ccc(F)cc1)CSC2` is entered as -21% | -3% | -3% | -3% | 28% | -9 | -2% | 0.5 | x
